Screening results as filed in PubChem BioAssay.
PTHR1 agonist – activates the human parathyroid hormone receptor PTHR1. Q03431. HEK293 GP2 PTHR1 cells, GloSensor cAMP luminescence, 1 h. Potency, µM (series often up to 115 µM), without a hit: top-dose activation, actives largely listed as activators. 0.075% of 410,000 active; further: nearly all actives have a fitted effect of over 55% in size; some results filed as inactive show a strong effect at the top dose; inactives centre near -15; many of its hits are not listed in these tables
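HEK-293-derived GP2 cells expressing PTHR1 and a GloSensor cAMP reporter, 3,000/well, plated overnight, given luciferin plus IBMX (each 0.5 mM as added) for 1 h at 37 °C, then compound for 1 h at 37 °C. Luminescence was read after 15 min at room temperature.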
EPAC2 ag – activates human EPAC2 exchange factor; 0.079% of 360,000 active; EPAC2 activation, biochemical qHTS; response scale: 100% = 6.5 mM cAMP response; Potency, µM (series often up to 154 µM), without a hit: top-dose activation, most hits filed as activators; further: nearly all actives have a fitted effect of over 50% in size
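Compounds were titrated in qHTS against a Rap1B-BODIPY-GDP (250 nM) complex with EPAC2 (100 nM) and GDP (50 uM). BODIPY-GDP release tracked at 480/540 nm over 30 min at room temperature, normalized to 6.5 mM cAMP.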
EPAC1 ag – EPAC1 (human) agonism; 0.073% of 360,000 active; Potency, µM (series often up to 154 µM), for inactives: at the highest dose activation, usual class: activators; AID 720707; EPAC1 agonist qHTS, biochemical assay; response scale: 100% = response to 6.5 mM cAMP; further: nearly all actives have a fitted effect of over 60% in size
Target sequence (O95398 whole entry, looked up): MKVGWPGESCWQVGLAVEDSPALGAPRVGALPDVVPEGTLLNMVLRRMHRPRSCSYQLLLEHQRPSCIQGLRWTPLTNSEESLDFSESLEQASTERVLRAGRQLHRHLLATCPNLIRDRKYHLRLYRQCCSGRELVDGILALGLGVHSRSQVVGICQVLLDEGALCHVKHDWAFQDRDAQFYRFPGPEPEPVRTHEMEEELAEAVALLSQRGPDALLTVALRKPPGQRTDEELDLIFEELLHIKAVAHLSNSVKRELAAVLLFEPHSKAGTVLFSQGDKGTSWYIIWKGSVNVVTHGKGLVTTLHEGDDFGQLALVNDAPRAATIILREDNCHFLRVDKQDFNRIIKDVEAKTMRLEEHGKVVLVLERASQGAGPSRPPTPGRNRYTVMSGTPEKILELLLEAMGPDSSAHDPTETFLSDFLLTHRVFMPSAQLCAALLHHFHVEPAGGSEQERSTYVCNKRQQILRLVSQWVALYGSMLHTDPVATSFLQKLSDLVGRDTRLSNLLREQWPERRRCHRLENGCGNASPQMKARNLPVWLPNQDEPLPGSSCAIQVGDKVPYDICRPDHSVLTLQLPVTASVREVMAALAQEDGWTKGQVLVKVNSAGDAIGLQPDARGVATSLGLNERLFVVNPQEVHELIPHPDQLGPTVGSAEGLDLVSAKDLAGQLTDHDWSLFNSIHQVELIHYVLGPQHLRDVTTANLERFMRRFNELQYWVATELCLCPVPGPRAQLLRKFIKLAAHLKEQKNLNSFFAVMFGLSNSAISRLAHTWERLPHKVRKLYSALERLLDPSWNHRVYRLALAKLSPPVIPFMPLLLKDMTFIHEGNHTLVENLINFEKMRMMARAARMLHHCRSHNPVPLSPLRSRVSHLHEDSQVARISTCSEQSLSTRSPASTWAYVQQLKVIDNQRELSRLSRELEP
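Multi-concentration qHTS readout: loss of Rap1B-bound BODIPY-GDP fluorescence driven by 100 nM EPAC1 with excess GDP (50 uM), monitored kinetically at room temperature; agonist response expressed relative to 6.5 mM cAMP.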
FUS yeast rescue – FUS proteinopathy suppression in yeast. S. cerevisiae FUS-expressing, growth rescue, OD600, 24 h. Potency, µM (titrated, usually from 76.6 µM), without a hit: top-dose growth rescue (activation), usual class: activators. 0.24% of 390,000 active;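 further: plate controls were DMSO vehicle for no effect and reference control for full effect; nearly all actives have a fitted effect of over 55% in size; some results filed as inactive show a strong effect at the top dose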
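Cultures pregrown in 2.5% raffinose medium are shifted to minimal medium containing 2% galactose to express toxic FUS. Compounds are tested at several concentrations. After 24hr at 30C, growth is quantified at 600 nm absorbance.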
EPAC2 antag – EPAC2 (human) antagonism; AID 720708; Potency, µM (doses to about 114 µM), for inactives: at the top dose activity, negative = inhibition, usual class: inhibitors; EPAC2 GEF exchange of Rap1B-BODIPY-GDP, fluorescence; Q8WZA2; 0.18% of 360,000 active; further: on the % scale 0 is the no-effect control and ±100 the full control effect; nearly all actives have a fitted effect of over 45% in size; many of its hits are not listed in these tables
EPAC1 antag – EPAC1 (human) antagonism | O95398 | Potency, µM (series often up to 115 µM), inactives show at the top dose activity change, negative = inhibition, hits mostly inhibitors | 0.14% of 360,000 active | EPAC1 GEF assay, Rap1b-BODIPY-GDP exchange fluorescence;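 further: plate controls were vehicle for no effect and positive control for full effect; nearly all actives have a fitted effect of over 50% in size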
aSyn rescue – inhibitors of alpha-synuclein toxicity in yeast; Yeast expressing alpha-synuclein, growth rescue, BacTiter-Glo, 24 h; Potency, µM (highest dose often 46.1 µM), inactives show top-dose growth rescue (activation), usual class: activators; 0.14% of 370,000 active; further: % of control where 0% means no effect; nearly all actives have a fitted effect of over 65% in size
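Screening used galactose-induced yeast with toxic alpha-synuclein levels, exposed to compound for 24 hr at 30 deg C. Cell growth, read with BacTiter-Glo luminescence, gave the measured signal.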
TDP43 rescue – rescues yeast growth from TDP-43 toxicity; TDP-43 expressing yeast growth rescue, BacTiter-Glo, 24 h; Potency, µM (series often up to 46.1 µM), inactives show at the highest dose growth rescue (activation), most hits filed as activators; 1.8% of 410,000 active; AID 652104; further: % of control where 0% means no effect; nearly all actives have a fitted effect of over 50% in size
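Yeast cells expressing TDP-43 under galactose induction are exposed to compounds for 24 hr at 30 deg C. BacTiter-Glo luminescence measures growth, so protective compounds score as activators.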
* marks the source's active call; other numbers are inactive results; i = inactive; u = inconclusive; x = no result given; [ ] = dose if it differs, or a comment. The call rests on the fitted dose curve; in most records, active means well fitted curve in the direction sought with a large enough effect; inconclusive means small, poorly fitted or top-dose-only effect, or another doubt; inactive means no such curve, though single readings can be large; an effect the other way counts as inactive or inconclusive. Potency means the concentration at half of the fitted maximal effect. The list is partial; count on the stated rates, not on these rows.

Structure	TDP43 rescue	EPAC2 antag	EPAC2 ag	EPAC1 antag	aSyn rescue	PTHR1 agonist	FUS yeast rescue	EPAC1 ag
COc1cc(C2NC(=O)NC(C)=C2C(=O)OC(C)C)ccc1OC(=O)c1ccco1 (centres undefined)	-15.1%	8.1%	3.8%	5.9%	-0.8%	-2.4%[57.5 µM]	21.8%	-5.8%
Cc1ccsc1-c1nc(C(N)=O)c2[nH]c(=O)n(-c3ccc(Cl)cc3)c2n1	-6.4%	0.6%	u	-11.7%	-2.5%	4.0%	-0.3%	-0.2%
CC1=NN(C2=NS(=O)(=O)c3ccccc32)C(C)(O)C1 (centres undefined)	-2.8%	-4.2%	7.8%	-0.1%	0.4%	i	9.8%	-0.5%
Cc1nc(CCNC(=O)Cc2ccccc2)cs1	10.9%	10.8%	u	9.2%	6.7%	i	-18.5%	-12.1%
Cc1cc(C)nc(SCc2ccc(C(=O)N/N=C/c3ccccc3C(=O)O)cc2)n1	-10.4%	6.6%	6.0%	-13.1%	1.1%	-26.8%	21.2%	-1.0%
Cc1cc(-c2ccco2)c(C#N)c2nc3ccccc3n12	3.98µM*	93.9%[activator]	u	6.2%	0.562µM*	-6.7%	0.9%	-5.3%
FC(F)Oc1ccc(NC(=S)NC23CC4CC(CC(C4)C2)C3)cc1	4.2%	-14.3%	26.8%	-11.9%	1.5%	-78.0%[inhibitor]	18.9%	5.1%
COc1ccc(-c2csc(N3C(=N)SCC3=O)n2)cc1	-19.7%	13.7%	3.7%	1.7%	-5.9%	-17.7%[57.5 µM]	-0.9%	-5.5%
O=C1NC(=O)C(c2ccc(Cl)cc2Cl)N1 (centres undefined)	2.7%	8.8%	0.3%	2.6%	-5.6%	-22.3%	x	6.7%
COc1cccc(/C=C2\Oc3ccc(O)cc3C2=O)c1O	-44.5%[inhibitor]	4.6%	1.9%	13.1%	10.0%	-18.4%	28.5%	-2.6%
CCOC(=O)c1cnc(SC2CC(=O)N(c3ccc(C)cc3)C2=O)nc1N (centres undefined)	13.0%	3.0%[57.1 µM]	-5.0%	-1.9%	2.7%	i	27.1%	3.9%
COc1ccc(OC)c(N(C)S(=O)(=O)c2ccc3c(c2)N(C(C)=O)CCO3)c1	11.5%	2.3%	7.2%	1.9%	-5.5%	i	4.5%	5.6%
Cc1ccc(OCC(=O)Nc2cccc(C)n2)c(C)c1	12.8%	6.9%	-11.0%	11.3%	-13.0%	-4.2%	1.4%	-9.6%
N#CCC(=O)N/N=C1\CCCCC1C1CCCCC1 (centres undefined)	0.5%	-1.4%	-5.2%	14.5%	1.1%	i	-12.6%	5.2%
Nc1[nH]c(C(=O)c2ccccc2)c(-c2ccc(Cl)cc2Cl)c1C(=O)NCCc1c[nH]c2ccccc12	17.4%	-13.4%	-6.3%	-10.1%	2.0%	-28.3%	5.6%	3.6%
CCCCn1c(N)c(N(CCOC)C(=O)c2cc3c(s2)CCC(C)C3)c(=O)[nH]c1=O (centres undefined)	-0.2%	-15.1%	-5.6%	-7.8%	1.1%	i	u	-4.2%
Cn1c(=O)c(=O)n(C)c2cc(S(=O)(=O)NCc3ccc(Cl)cc3)ccc21	-1.2%	2.9%	3.5%	-9.1%	18.6%	i	4.6%	0.0%
Cc1ccc(NS(=O)(=O)c2ccc3c(c2)n(C)c(=O)n3C)cc1	-2.1%	4.9%	0.1%	12.7%	1.7%	-7.9%	-14.6%	-1.1%
CC(C)(C)c1ccc(C(=O)NC(=O)COC(=O)CCS(=O)(=O)c2ccccc2)cc1	10.5%	-4.9%	6.5%	0.6%	-1.2%	i	x	6.4%
O=C(Nc1ccc(S(=O)(=O)N2CCOCC2)cc1)c1nn(-c2ccc(F)cc2)ccc1=O	7.2%	3.1%	-3.4%	-0.5%	-1.3%	-1.7%	13.9%	1.7%
Cc1ccc(N(C)S(=O)(=O)c2cccc(C(=O)Oc3ccc4c(C)cc(=O)oc4c3)c2)cc1	2.3%	-0.7%	0.0%	6.2%	11.4%	-10.7%	x	-4.4%
COc1ccc(C2=NOC(C(=O)NCCN3CCOCC3)C2)cc1 (centres undefined)	-9.3%	4.0%	-1.6%	4.7%	2.4%	-8.7%[57.5 µM]	3.8%	-1.3%
COc1ccc(Oc2ccc(C(F)(F)F)cc2NC(=O)c2ccc(C)cc2)cc1	9.9%	-17.3%	15.5%	-26.5%	6.0%	-47.7%[inhibitor]	9.5%	-9.0%
CC(C)(C)OC(=O)[C@H](Cc1ccccc1)NC(=O)c1nc[nH]c1C(=O)NC1CCN(C(=O)OC(C)(C)C)CC1	1.5%	-8.4%	-15.3%	-22.7%	-13.7%	-48.9%[inhibitor]	u	-31.8%[inhibitor]
Cc1nc2scc(-c3ccccc3)c2c(=O)o1	0.0%	-2.6%	6.6%	-4.4%	-3.8%	i	23.9%	5.9%
Cc1c(C(=O)/C=C/N(C)C)nnn1-c1ccc(Cl)c(Cl)c1	u	-8.6%	11.0%	-2.9%	-70.8%[inhibitor]	-50.7%[inhibitor]	30.6%	-13.7%
CCOc1ccc2nc(SCC(=O)NC3CCS(=O)(=O)C3)[nH]c2c1 (centres undefined)	15.0%	-1.4%	1.8%	-9.2%	3.8%	i	6.2%	-1.5%
CN1CCN(C(=O)C2CCN(c3ncnc4c3nc3n4CCCCC3)CC2)CC1	8.1%	-0.4%	-2.7%	0.0%	1.5%	-37.3%[inhibitor]	-0.9%	-7.9%
O=C(Nc1ccc(N2CCOCC2)nc1)c1ccc(F)cc1	16.0%	0.3%	4.8%	-11.2%	2.2%	i	19.4%	-6.7%
COc1ccc(/C=N/N(Cc2ccccc2)c2ccccc2)cc1O	u	5.3%	11.1%	0.0%	u	-4.9%	19.8%	-2.7%
CC1(C)CC(=O)C2=C(C1)OC(N)=C(C#N)[C@@]21C(=O)N(CC(N)=O)c2ccccc21	-8.2%	-1.2%	7.6%	-12.2%	5.5%	7.2%[57.5 µM]	5.9%	-2.9%
O=C(NCCc1ccc(C(F)(F)F)cc1)C1CCC(=O)N(CCc2cccc(F)c2)C1 (centres undefined)	-3.3%	-3.1%	-11.8%	2.5%	4.4%	-34.5%[inhibitor]	32.7%	-6.2%
Cc1ccc(-c2nnc(CCC(=O)NCC3C4CC5CC(C4)CC3C5)o2)s1 (centres undefined)	-8.9%[9.22 µM]	-4.7%	4.0%	-6.4%	-1.1%	-17.9%	20.6%	-2.5%
COCCNC(=S)N/N=C/c1c(C)[nH]c2ccccc12	12.0%	-20.8%	-2.6%	-19.5%	1.5%	-34.7%[inhibitor]	10.4%	-1.1%
Nc1cc(=O)[nH]c(SCC(=O)Nc2ccc(S(=O)(=O)N3CCCCC3)cc2)n1	-19.7%	1.3%	15.9%	-4.6%	-6.3%	i	43.8%	-3.2%
CCn1c(=S)[nH]c2nc3c(cc2c1=O)CCCC3	16.2%	16.9%	-3.3%	6.7%	-13.0%	-16.3%[57.5 µM]	10.3%	-0.1%
O=C(N/C(=C\c1ccccc1)C(=O)N1CCOCC1)c1cccc(Br)c1	-10.2%	7.1%	-2.0%	5.3%	-0.1%	i	x	-2.3%
N#CC1=C(N)Oc2cc(O)ccc2C1c1ccc(Br)s1 (centres undefined)	-12.0%	-12.1%	8.0%	-22.8%	0.2%	-28.6%	14.9%	0.2%
Cn1c(=O)c([N+](=O)[O-])c(NC2CCS(=O)(=O)C2)c2ccccc21 (centres undefined)	6.8%	-1.4%	-4.8%	1.2%	1.2%	i	9.8%	-1.2%
O=C(COc1ccc(NC(=O)c2cccs2)cc1)c1ccc(F)cc1	6.2%	-2.4%	-12.1%	0.3%	-6.2%	i	x	-0.1%
COC(=O)Nc1nc(Sc2ncc(C(F)(F)F)cc2Cl)n[nH]1	-12.4%[0.397 µM]	12.5%	-2.7%	-10.3%	-1.1%	-25.7%	-4.1%	0.2%
CCC1C(=O)N(c2nc(C)cc(C)n2)N=C1C (centres undefined)	-17.0%	9.8%	-1.8%	3.9%	-11.2%	-3.6%[57.5 µM]	0.6%	4.5%
O=C(NC1CCCCC1)c1cc([N+](=O)[O-])ccc1N1CCOCC1	0.0%	12.4%	-1.0%	0.7%	0.3%	-23.6%[57.5 µM]	20.4%	-12.2%
COc1ccc(C(=O)OCC(=O)NCCN2C(=O)CSC2=O)cc1	-11.0%	13.3%	1.7%	-4.7%	-6.2%	i	0.7%	3.8%
CCOC(=O)CSc1nc2c(sc(=S)n2-c2ccc(OCC)cc2)c(=O)[nH]1	-7.9%	-13.3%	-0.5%	5.5%	-3.7%	-30.1%[inhibitor]	4.2%	-6.0%
O=C(C1CCCN(C2CC(=O)N(c3ccc(F)cc3)C2=O)C1)N1CCCC1 (centres undefined)	u	2.0%	7.7%	-1.6%	8.2%	-22.3%	-9.0%	3.4%
COC(=O)CNC(=O)Cn1cnc2sc(C)c(S(=O)(=O)N3CCN(c4ccccc4OC)CC3)c2c1=O	14.7%	1.8%	5.3%	3.2%	1.2%	-13.2%	11.9%	-0.9%
O=C(C1=C[C@@H](c2ccc(Br)cc2)C[C@@H](OCc2ccc(CO)cc2)O1)N1CCN(Cc2ccccc2)CC1	8.6%	8.7%	14.2%	-25.3%	-1.4%	-4.0%	26.3%	-5.1%

A draw from above in order of count of non-hydrogen atoms, descending.
Structure	TDP43 rescue	EPAC2 antag	EPAC2 ag	EPAC1 antag	aSyn rescue	PTHR1 agonist	FUS yeast rescue	EPAC1 ag
O=C(C1=C[C@@H](c2ccc(Br)cc2)C[C@@H](OCc2ccc(CO)cc2)O1)N1CCN(Cc2ccccc2)CC1	8.6%	8.7%	14.2%	-25.3%	-1.4%	-4.0%	26.3%	-5.1%
COC(=O)CNC(=O)Cn1cnc2sc(C)c(S(=O)(=O)N3CCN(c4ccccc4OC)CC3)c2c1=O	14.7%	1.8%	5.3%	3.2%	1.2%	-13.2%	11.9%	-0.9%
COC(=O)Nc1nc(Sc2ncc(C(F)(F)F)cc2Cl)n[nH]1	-12.4%[0.397 µM]	12.5%	-2.7%	-10.3%	-1.1%	-25.7%	-4.1%	0.2%
